Source: PubChem BioAssay
MsrA act: activators of bovine methionine sulfoxide reductase A; AID 602163; hit rate 0.3% among 360,000; purified bovine MsrA, absorbance read-out; activation, % at 10.6 µM; in the data active means activation above about 7.5%;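 further: 0% = vehicle and 100% = reference activator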
NRP1-CendR mod: alters CendR peptide binding to human NRP-1. O14786. FAM-RPARPAR peptide binding to NRP-1, fluorescence polarization. hit rate 0.85% among 360,000. inhibition, % at 25 µM. AID 602438;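 active means inhibition or corrected inhibition above about 18%, plus a signal ratio from 0.5 to 1.5, limit read from the data, passing the limit was not always enough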; further: strong numbers were not always called active
PABP1 MLLE inh: blocks PAM2 peptide binding to the PABP1 MLLE domain. P11940. AID 588489. hit rate 0.36% among 360,000. inhibition, % at 20 µM. GST-MLLE / FITC-PAM2 fluorescence polarization; in the data active means inhibition above about 35%, passing the limit was not always enough;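 further: plate controls were DMSO wells with GST-MLLE for no effect and wells lacking GST-MLLE protein for full effect; some results filed as inactive read as strong as hits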
MT1-MMP act inh: MT1-MMP (human) activation inhibition; HT1080 RFP-PRO-GFP cells, GFP/RFP ratio fluorescence, overnight; percent of plate control window, DMSO zero; AID 651647; GFP/RFP ratio change, % at 20 µM; hit rate 0.061% among 360,000; P50281;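 active means GFP/RFP ratio change of at least 30% with cell ATP level not reduced by more than half and red fluorescence within 50% of control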; further: strong numbers were not always called active
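Assay system: RFP-PRO-GFP reporter HT1080 cells; read-out basis: GFP/RFP fluorescence ratio; benchmarks: DMSO wells and RFP-L50D-GFP cells; doses: 20 µM single dose, 1% DMSO; schedule: overnight cell settling, then overnight compound exposure, 37 °C, 5% CO2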
SKN-1 block: inhibitors of C. elegans SKN-1; inhibition, % at 21.8 µM; hit rate 0.49% among 360,000; C. elegans VP596 Pgst-4::GFP/RFP ratio, acrylamide-induced, 24 h;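 active means interference check ratio from 0.5 to 1.5 plus GFP to RFP signal ratio inhibition reaching or exceeding a fixed threshold, cut at about 30% in these data, passing the limit was not always enough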; further: some compounds called inactive have numbers as strong as hits
FAS-TE inh: blocks the thioesterase domain of human fatty acid synthase; recombinant FAS-TE, OMFH fluorogenic substrate, fluorescence endpoint; hit rate 0.67% among 360,000; P49327; inhibition, % at 15 µM;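 active means compounds whose normalised, plate-corrected inhibition of enzyme fluorescence in the single-dose primary screen is 50% or more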;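 further: 0% = DMSO with enzyme and 100% = substrate without enzyme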
Target sequence (P49327 whole entry, looked up, the tested form may be a part): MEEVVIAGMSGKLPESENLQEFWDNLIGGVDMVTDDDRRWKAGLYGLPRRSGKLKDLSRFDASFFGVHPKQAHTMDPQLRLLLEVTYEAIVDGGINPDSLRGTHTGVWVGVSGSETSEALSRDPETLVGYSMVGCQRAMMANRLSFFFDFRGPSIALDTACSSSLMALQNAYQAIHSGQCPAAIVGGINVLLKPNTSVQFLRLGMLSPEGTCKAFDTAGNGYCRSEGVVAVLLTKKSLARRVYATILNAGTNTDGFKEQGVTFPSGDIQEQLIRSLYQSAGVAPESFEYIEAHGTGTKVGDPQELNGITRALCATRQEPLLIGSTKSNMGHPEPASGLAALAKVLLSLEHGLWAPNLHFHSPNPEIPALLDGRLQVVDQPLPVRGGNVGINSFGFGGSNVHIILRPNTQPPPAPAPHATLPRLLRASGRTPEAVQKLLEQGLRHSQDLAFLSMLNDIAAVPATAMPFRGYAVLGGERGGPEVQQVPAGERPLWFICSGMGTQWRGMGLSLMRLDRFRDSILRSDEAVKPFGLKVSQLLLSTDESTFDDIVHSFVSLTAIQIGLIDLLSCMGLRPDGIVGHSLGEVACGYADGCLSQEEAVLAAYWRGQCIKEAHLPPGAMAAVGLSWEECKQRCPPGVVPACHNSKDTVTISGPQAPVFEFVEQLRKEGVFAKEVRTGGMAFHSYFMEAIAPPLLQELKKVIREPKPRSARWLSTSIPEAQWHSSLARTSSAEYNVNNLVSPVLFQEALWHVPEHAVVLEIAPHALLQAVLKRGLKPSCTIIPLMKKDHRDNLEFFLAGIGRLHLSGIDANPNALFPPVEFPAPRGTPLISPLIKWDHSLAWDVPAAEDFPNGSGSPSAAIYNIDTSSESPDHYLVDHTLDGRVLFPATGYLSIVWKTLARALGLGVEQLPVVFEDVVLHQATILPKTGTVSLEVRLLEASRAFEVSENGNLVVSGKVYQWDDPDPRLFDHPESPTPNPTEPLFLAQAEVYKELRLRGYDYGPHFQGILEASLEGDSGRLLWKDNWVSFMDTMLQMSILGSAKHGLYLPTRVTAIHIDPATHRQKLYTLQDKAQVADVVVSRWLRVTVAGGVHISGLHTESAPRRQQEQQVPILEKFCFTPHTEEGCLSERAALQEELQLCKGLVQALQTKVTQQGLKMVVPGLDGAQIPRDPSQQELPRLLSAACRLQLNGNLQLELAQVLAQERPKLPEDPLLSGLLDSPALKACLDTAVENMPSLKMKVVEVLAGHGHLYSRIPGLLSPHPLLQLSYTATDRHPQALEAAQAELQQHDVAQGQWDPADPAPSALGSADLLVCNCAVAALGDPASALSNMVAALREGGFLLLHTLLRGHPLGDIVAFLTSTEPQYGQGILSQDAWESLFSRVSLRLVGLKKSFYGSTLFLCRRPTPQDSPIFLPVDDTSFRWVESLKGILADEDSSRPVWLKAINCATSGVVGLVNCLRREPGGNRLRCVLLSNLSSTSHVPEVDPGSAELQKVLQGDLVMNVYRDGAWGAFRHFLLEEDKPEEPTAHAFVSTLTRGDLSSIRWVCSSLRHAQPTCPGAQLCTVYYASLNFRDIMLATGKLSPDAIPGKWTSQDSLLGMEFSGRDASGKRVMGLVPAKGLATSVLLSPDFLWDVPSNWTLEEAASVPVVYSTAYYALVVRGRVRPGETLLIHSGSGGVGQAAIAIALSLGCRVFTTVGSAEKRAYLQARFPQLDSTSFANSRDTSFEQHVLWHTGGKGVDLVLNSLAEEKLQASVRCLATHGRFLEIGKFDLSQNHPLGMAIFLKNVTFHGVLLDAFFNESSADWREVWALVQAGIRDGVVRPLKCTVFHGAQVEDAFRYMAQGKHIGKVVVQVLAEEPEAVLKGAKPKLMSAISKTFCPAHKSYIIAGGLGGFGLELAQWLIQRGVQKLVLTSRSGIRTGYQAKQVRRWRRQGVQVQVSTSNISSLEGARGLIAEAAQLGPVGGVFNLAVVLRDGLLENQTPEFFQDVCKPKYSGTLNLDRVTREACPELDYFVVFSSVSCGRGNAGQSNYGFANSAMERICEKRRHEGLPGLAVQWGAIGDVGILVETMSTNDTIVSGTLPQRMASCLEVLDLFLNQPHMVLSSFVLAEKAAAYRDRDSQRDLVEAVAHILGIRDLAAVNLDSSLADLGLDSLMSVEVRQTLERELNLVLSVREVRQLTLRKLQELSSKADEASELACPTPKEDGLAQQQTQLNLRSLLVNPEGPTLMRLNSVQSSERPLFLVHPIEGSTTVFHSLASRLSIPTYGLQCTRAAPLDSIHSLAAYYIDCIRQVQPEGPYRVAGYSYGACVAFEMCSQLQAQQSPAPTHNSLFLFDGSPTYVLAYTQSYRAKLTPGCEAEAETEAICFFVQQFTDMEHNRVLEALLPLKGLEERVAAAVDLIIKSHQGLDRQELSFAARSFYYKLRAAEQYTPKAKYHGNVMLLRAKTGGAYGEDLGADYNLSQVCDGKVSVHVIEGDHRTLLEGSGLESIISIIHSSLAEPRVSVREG
TbMetRS inhib: Trypanosoma brucei MetRS inhibition | purified T. brucei MetRS, ATP depletion, Kinase-Glo luminescence | hit rate 0.4% among 360,000 | AID 624268 | inhibition, % at 11.9 µM;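 active means inhibition above a per-plate cutoff of the control wells' mean inhibition plus 3 SD, cut at about 5.5% in these data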;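 further: 0% = DMSO wells median and 100% = median of wells with control inhibitor compound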
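Assay system: T. brucei methionyl-tRNA synthetase, purified | Medium: HEPES buffer with MgCl2, KCl, DTT, spermine, BSA, pyrophosphatase | Compound: 11.9 µM single point | Incubation: 15 min enzyme-compound preincubation, 2 h reaction, 10 min detection, 25 °C | Measured by: Kinase-Glo luciferase luminescence reporting remaining unconsumed ATP | Measure: % inhibition normalized to control-well medians | Replication: Singlicate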
E coli Lon inh: E. coli protease La inhibition; P0A9M0; AID 602123; inhibition, % at 7.94 µM; purified E. coli Lon protease, fluorescence polarization; hit rate 0.42% among 360,000; in the data active means inhibition above about 13%, passing the limit was not always enough;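 further: 0% = enzyme with probe and DMSO and 100% = no enzyme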
MsrA inh: inhibits bovine methionine sulfoxide reductase A. purified bovine MsrA, absorbance read-out. inhibition, % at 15.5 µM. hit rate 0.75% among 360,000. AID 651718; in the data active means inhibition above about 4.5%;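 further: 0% = vehicle wells with enzyme and 100% = reference inhibitor wells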
* marks the source's active call; other numbers are inactive results.

SMILES	MsrA act	NRP1-CendR mod	PABP1 MLLE inh	MT1-MMP act inh	SKN-1 block	FAS-TE inh	TbMetRS inhib	E coli Lon inh	MsrA inh
CCN=C1SC(CC(=O)Nc2ccccc2OCC)C(=O)N1CC (stereo not drawn)	-7.5	-4.2	14.6	-0.5	-41.4	-2.4	-0.3	-11.0	0.6
O=C1NN=C(c2ccccc2)CC1c1c[nH]c2ccccc12 (stereo not drawn)	-2.5	-4.8	2.5	5.7	2.9	3.6	1.0	3.8	-0.7
Cc1cc(C)n2nc(C)c(-c3ccccc3)c2n1	-6.7	15.9	-3.6	5.2	-10.5	-0.9	-0.9	22.4*	-0.1
COc1ccc(CC(=O)NNc2ncnc3c2cnn3-c2ccc(C)cc2)cc1	-4.4	-4.9	-5.2	-9.1	0.3	-6.2	-0.9	-12.5	-0.4
CN(CC(=O)Nc1cccc(F)c1)C(=O)CSc1nc2ccccc2s1	-4.4	-2.8	2.6	3.1	-3.5	4.3	-0.3	-3.9	0.4
CCOc1ccc(N(CC(=O)Nc2ccccc2C(=O)N2CCCC2)S(C)(=O)=O)cc1	-2.6	13.5	10.6	-0.2	-10.2	-4.7	-0.7	1.2	-0.4
CC(=O)Nc1ccccc1-c1nc2ccccc2nc1OCC(=O)c1ccc(Br)cc1	-2.3	-7.4	-12.7	-4.9	16.0	-1.5	0.1	-3.8	-0.9
Cc1nn(-c2ccc(C(F)(F)F)cn2)c(C)c1Oc1ccccc1O	-1.4	3.7	-5.2	-5.4	-2.2	20.4	-0.5	4.0	0.8
Cc1ccc(NC(=S)NCc2cccs2)cc1	-2.4	1.3	-38.3	0.3	-10.9	0.1	-0.9	-16.6	-0.9
N#Cc1ccccc1S(=O)(=O)N1CCN(C(=O)CCC2CCCC2)CC1	-8.1	3.5	-43.0	-0.8	-18.9	7.5	0.3	5.5	0.7
Cc1noc(C)c1COC(=O)CCN1c2ccccc2Sc2ccccc21	-13.5	-3.3	-2.3	3.6	-16.7	26.3	-1.8	-0.7	0.0
CCN(CC(=O)Nc1cc(Cl)ccc1C)c1ncnc2sc(C)c(C)c12	-4.2	-5.1	-4.8	0.7	-5.7	27.4	0.1	-12.7	-0.4
Cc1cc(O)c(NC(=O)c2ccco2)cc1C	-1.9	2.9	-4.8	5.0	-0.9	-2.8	-0.3	-11.7	-1.1
CC(C)C(NS(=O)(=O)c1cccs1)C(=O)N1CCc2ccccc2C1 (stereo not drawn)	-10.0	-1.8	7.5	0.6	-13.9	-3.7	-1.5	-4.2	-0.9
COc1ccc(C(=O)CSc2nccn2C)cc1	-1.7	-6.0	0.3	-2.6	2.3	-5.3	0.1	-1.3	-0.3
CC(C)(C)N1CC23CCC(C[C@@H]2C1=O)O3 (stereo partly drawn)	-3.5	-5.9	-7.6	1.3	6.7	-4.6	0.2	-4.3	-0.5
NC(=O)CSc1nc2c(sc(=S)n2-c2ccccc2)c(=O)[nH]1	-5.3	-16.6	6.8	-0.4	11.3	-6.7	0.3	-0.8	3.3
O=C(Nc1ccc2oc(-c3ccccc3F)nc2c1)c1ccc([N+](=O)[O-])o1	-2.1	-0.1	6.4	-1.3	-5.4	-2.8	-1.2	-9.0	-1.9
COc1ccc(S(=O)(=O)N(C)CC(=O)Nc2cccc(C(C)=O)c2)cc1Cl	-0.6	-1.0	-0.8	0.2	1.1	-3.5	0.5	2.7	0.3
CCOC(=O)N1CCN(C(=O)CN2C(=O)CC(C)(C)S(=O)(=O)c3ccccc32)CC1	-3.1	-15.1	0.4	0.1	5.0	-8.6	0.5	-4.5	0.7
N#Cc1c2c(c[nH]c1=O)CCN2Cc1ccccc1	0.2	-22.2	-3.5	1.3	46.3	-7.1	-0.9	2.9	1.2
COc1cc2c(cc1OC)CN(C1CCC(C(C)(C)C)CC1)CC2 (stereo not drawn)	-2.9	-1.6	12.4	2.1	4.7	-3.1	-2.0	-5.9	1.5
O=S(=O)(NCCc1ccc(F)cc1)c1ccc(F)cc1Br	-0.6	2.3	2.4	5.4	-5.3	5.5	0.4	-1.4	0.8
COc1cccc(NC(=O)CSc2nc3ncc(Br)cc3[nH]2)c1	-4.8	5.5	-22.9	0.3	5.3	1.4	69.6*	-3.3	-1.3
CN(C(=O)CN1C(=O)NC(c2ccccc2)(c2ccccc2)C1=O)C1CCS(=O)(=O)C1 (stereo not drawn)	2.0	3.4	-0.2	1.8	1.2	-7.8	-0.2	-20.3	0.7

More structures follow:
SMILES	MsrA act	NRP1-CendR mod	PABP1 MLLE inh	MT1-MMP act inh	SKN-1 block	FAS-TE inh	TbMetRS inhib	E coli Lon inh	MsrA inh
Cc1nnc(NC(=O)CS(=O)(=O)Cc2ccccc2)s1	-0.6	0.9	8.6	-6.4	15.4	-5.1	-0.1	2.2	0.4
O=C(NCc1cccnc1)c1c[nH]c2cc3c(cc2c1=O)OCCO3	-1.1	-2.4	-9.1	4.0	6.4	-5.5	0.1	-4.2	1.4
CC1CCCCC1NC(=O)CN(C)S(=O)(=O)c1cccc2cccnc12 (stereo not drawn)	0.7	1.9	6.7	1.2	8.2	-0.7	-0.2	-3.6	0.5
COc1ccccc1NC(=S)N(CCCN1CCOCC1)Cc1cccs1	-5.3	-0.8	-51.0	-8.6	0.8	1.5	-0.8	1.2	-0.6
CCOc1ccc(C2/C(=C(\O)c3cccc(OC)c3)C(=O)C(=O)N2c2cc(C)on2)cc1OC (stereo not drawn)	0.4	9.2	-3.8	-0.2	-16.7	-4.9	-0.2	-8.0	1.3
CC(=O)c1ccc(-n2c(CCC(=O)O)ccc2-c2ccc(Cl)cc2)cc1	-1.5	4.4	-2.1	-2.3	-7.7	0.5	2.8	7.8	0.8
CCOC(=O)c1ccccc1NC(=O)c1cc(S(=O)(=O)N2CCOCC2)ccc1F	-2.8	-4.0	2.0	0.5	-4.2	24.1	-0.2	-3.1	-0.2
CCCCN1C(=O)C(=O)N(CC(=O)Nc2ccccc2C(=O)OCC)C1=O	-4.7	7.8	-5.5	-2.2	8.9	-1.3	0.1	-7.7	0.2
Cc1cc(C(=O)Nc2nnc(C3CCCCC3)s2)no1	-3.1	-5.5	-1.7	1.5	6.4	-7.5	0.0	2.9	1.6
CC(NCc1ccncc1)C12CC3CC(CC(C3)C1)C2 (stereo not drawn)	-4.8	12.3	15.2	-3.8	5.9	-5.5	-0.8	1.8	-1.6
CC(NC(=O)C12CC3CC(CC(C3)C1)C2)C(=O)N/N=C/C1=C(N2CCOCC2)C(=C\c2cccc([N+](=O)[O-])c2)/CC1 (stereo not drawn)	-6.7	1.6	3.4	3.0	-3.1	89.0*	-0.7	-2.9	0.5
O=C(c1ccc(CS(=O)Cc2ccc(Cl)cc2)o1)N1CCN(c2ccccc2)CC1 (stereo not drawn)	-3.6	2.2	1.8	2.5	-11.8	4.3	-0.5	-3.0	0.6
COc1cccc(C#CC2=CC(=O)CC(C)(C)C2)c1	-2.4	-7.0	-21.5	-0.7	-5.2	6.1	-0.5	-13.4	2.2
Cc1ccc2nc(SCC(=O)NCc3ccccc3Cl)nc(=O)n2c1	-0.1	7.5	-0.9	3.3	4.0	-1.5	-0.2	-10.8	1.1
CCOC(=O)N1CCN(C(=O)c2ccc3c(c2)N=C(CC)c2cc(C)ccc2S3)CC1	-1.4	-0.8	6.9	1.2	26.7	28.2	-0.6	-0.4	0.0
CCOC(=O)C1CCN(C(=O)c2cc3cc4ccc(OC)cc4nc3o2)CC1	-4.4	9.4	1.8	5.9	3.4	46.4	0.1	-5.2	0.7
CC(C)(C)c1cc(S(=O)(=O)CCc2ccccn2)cc(C(C)(C)C)c1F	-1.6	-18.7	-4.0	-7.5	11.9	21.1	-0.2	6.3	3.1
CSc1ncccc1C(=O)OCc1nc2ccsc2c(=O)[nH]1	-2.8	-1.2	11.8	-0.2	2.2	-4.5	-0.2	-0.6	-0.5
O=C(Nc1ncccn1)c1cccs1	-2.4	-7.5	1.5	5.3	15.3	-4.8	-0.1	2.3	-1.2
C=CCn1c(N)c(C(=O)Nc2ccc(C)c(C)c2)c2nc3ccccc3nc21	-6.3	-3.4	7.3	-5.0	39.8*	11.5	-0.4	5.3	-0.7
COc1ccc(NC(=O)c2cc(C3CCCCN3S(=O)(=O)Cc3ccccc3)on2)cn1 (stereo not drawn)	-2.0	16.1	1.2	-1.4	3.2	8.1	-0.1	7.1	-0.7
Cc1ccc(S(=O)(=O)/N=C2/NC(=O)/C(=C/c3ccccc3)S2)cc1	-3.8	-28.3	-4.9	3.7	-2.1	0.5	-0.1	-2.2	4.6*
c1cc(-c2cn(C[C@H]3CC[C@@H]([C@@H]4CC[C@H](Cn5cc(-c6ccsc6)nn5)O4)O3)nn2)cs1	-12.8	-3.1	-3.1	6.8	-20.7	-4.4	-0.5	-0.3	-1.3
COc1ccc2nc(SCc3cnc(C)nc3N)[nH]c2c1	-4.9	5.3	-89.4	-0.1	-0.6	-10.2	-0.2	-0.7	0.7
CC(=O)c1cc2c(cc1NS(=O)(=O)c1ccccc1)OCO2	-2.2	-2.6	-5.7	4.0	-11.4	1.7	0.0	7.7	0.7

(list continues)
SMILES	MsrA act	NRP1-CendR mod	PABP1 MLLE inh	MT1-MMP act inh	SKN-1 block	FAS-TE inh	TbMetRS inhib	E coli Lon inh	MsrA inh
O=C1c2ccccc2C(=O)N1CCC#Cc1ccc2cc(CCCO)oc(=O)c2c1	-1.8	-2.2	-0.8	4.4	-8.8	-11.8	-0.3	-9.0	1.6
CNC(=O)c1ccsc1NC(=O)c1ccc(S(=O)(=O)N2CCc3ccccc32)cc1	-2.8	-3.6	-12.6	5.4	-3.6	18.8	-0.6	-11.4	0.1
COc1ccc(/C=C2\Sc3ccc(C(=O)N4CCN(Cc5ccccc5)CC4)cc3N(C)C2=O)cc1OC	-3.2	-13.6	11.1	-14.8	7.4	16.0	0.1	-6.9	0.7
Cc1cc2c3ccccc3[nH]c(=O)n2n1	-1.2	-5.5	12.5	-1.5	-5.3	-6.2	-0.1	-11.2	-0.5
CC1CCN(C(=S)c2ccc([N+](=O)[O-])cc2)CC1	-2.9	10.2	43.7*	2.5	5.9	0.0	-0.2	2.0	2.2
COc1ccccc1N1CCN(C(=O)c2cc3c(C)nc4ccccc4c3o2)CC1	-3.1	5.3	-4.5	-5.3	17.8	3.2	-0.3	2.6	-0.7

Some of these compounds in order of their number in NRP1-CendR mod, descending.
| SMILES | MsrA act | NRP1-CendR mod | PABP1 MLLE inh | MT1-MMP act inh | SKN-1 block | E coli Lon inh | MsrA inh |
| --- | --- | --- | --- | --- | --- | --- | --- |
| CC1CCN(C(=S)c2ccc([N+](=O)[O-])cc2)CC1 | -2.9 | 10.2 | 43.7* | 2.5 | 5.9 | 2.0 | 2.2 |
| O=C1c2ccccc2C(=O)N1CCC#Cc1ccc2cc(CCCO)oc(=O)c2c1 | -1.8 | -2.2 | -0.8 | 4.4 | -8.8 | -9.0 | 1.6 |
| CNC(=O)c1ccsc1NC(=O)c1ccc(S(=O)(=O)N2CCc3ccccc32)cc1 | -2.8 | -3.6 | -12.6 | 5.4 | -3.6 | -11.4 | 0.1 |
